# Compound activity: PubChem, Broad Institute
# PglD DTNB: blocks C. jejuni PglD acetyltransferase activity. purified PglD enzyme, DTNB colorimetric CoA detection. inhibition, % at 12.5 µM. actives 0.098% (n = 360,000); in the data active = inhibition above about 16%, passing the limit was not always enough; inconclusive = no clear call, values can overlap the other calls; note: strong numbers were not always called active
# DENV2 CPE rescue: protects cells from dengue virus 2 cytopathic effect | DENV2-infected cells, cytopathic effect rescue, plate reader | CPE inhibition, % at 9.99 µM | actives 1.7% (n = 350,000) | AID 651640; in the data active = CPE inhibition above about 20%, passing the limit was not always enough; inconclusive = no clear call, values can overlap the other calls; tested in BHK-21 cells;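 note: 0% = median of neutral control wells and 100% = median of positive control wells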
# S100A4 MyoIIA: S100A4-myosin IIA interaction inhibition; P26447; S100A4/TAMRA-MyoIIA peptide fluorescence polarization; inhibition, % at 10.7 µM; actives 0.14% (n = 360,000); AID 652163;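 active = mean inhibition of at least 70% across replicates, with every replicate also reaching that level; inconclusive = mean inhibition reaches 70% but some replicates fall short; inactive = mean inhibition below 70%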
# Target sequence (P26447 whole entry, looked up): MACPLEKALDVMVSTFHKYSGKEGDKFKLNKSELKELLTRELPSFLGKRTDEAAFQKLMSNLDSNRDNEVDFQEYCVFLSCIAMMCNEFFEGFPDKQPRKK
#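 System – human S100A4 monomer protein, biochemical binding assay · Buffer or medium – Calcium-containing HEPES buffer, pH 7.2 · Timing – 5 min between mix addition and reading · Also added – TAMRA-labelled myosin IIA heavy-chain peptide probe, 5 nM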
# E-sel inducer: induces E-selectin expression in human endothelial cells; P16581; HUVEC E-selectin immunofluorescence imaging; normalized: neutral wells 0, TNF-alpha wells 100; activation, % at 7.58 µM; actives 0.37% (n = 260,000); AID 686992;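 active = mean E-selectin-positive cell signal at least 10% of the positive control, reached in at least 60% of replicates, without over 20% cell loss; inconclusive = no rule given, readout overlaps actives, possibly toxicity-flagged; inactive = the rest, including those meeting only one limit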;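 note: in these data hits start at about 27%; measured in HUVEC primary endothelial cells; signal is the percent of cells scored E-selectin positive by PE staining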
# Target sequence (P16581 whole entry, looked up): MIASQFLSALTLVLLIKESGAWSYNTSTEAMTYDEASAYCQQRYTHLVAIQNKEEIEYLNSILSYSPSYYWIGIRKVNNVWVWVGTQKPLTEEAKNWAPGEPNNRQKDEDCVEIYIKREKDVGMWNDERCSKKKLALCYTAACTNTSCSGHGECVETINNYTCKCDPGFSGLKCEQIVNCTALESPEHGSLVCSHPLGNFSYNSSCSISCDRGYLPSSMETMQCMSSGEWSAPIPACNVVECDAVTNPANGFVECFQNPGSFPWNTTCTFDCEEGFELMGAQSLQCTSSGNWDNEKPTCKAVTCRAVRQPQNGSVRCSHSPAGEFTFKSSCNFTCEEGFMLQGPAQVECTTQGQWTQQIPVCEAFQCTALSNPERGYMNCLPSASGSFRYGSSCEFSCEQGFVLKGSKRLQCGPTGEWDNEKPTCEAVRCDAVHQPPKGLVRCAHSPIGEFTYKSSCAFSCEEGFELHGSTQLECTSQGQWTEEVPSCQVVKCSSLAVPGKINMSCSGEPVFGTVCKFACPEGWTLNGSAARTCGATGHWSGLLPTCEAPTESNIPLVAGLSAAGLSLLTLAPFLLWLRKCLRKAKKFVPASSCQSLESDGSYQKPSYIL
#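 System: HUVEC / Compound: single concentration / Signal: immunofluorescence imaging / Read-out: percent E-selectin-positive cells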
# Statin myotox sup: suppressors of simvastatin-induced myotoxicity in C2C12 myotubes. ATP luminescence, 48 h; scaled: DMSO 0, geranylgeraniol control 100. rescue of ATP level, % at 7.49 µM. actives 0.78% (n = 330,000). AID 602340;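 active = mean ATP rescue above about 67%, or every replicate alone reaching that limit, limit read from the data, passing the limit was not always enough; inconclusive = no clear call, values can overlap the other calls; inactive = mean under the limit and some replicate under it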;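 note: myotubes were challenged with 10 µM simvastatin during compound exposure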
# SIRT5 block: inhibitors of human sirtuin-5 desuccinylase. Q9NXA8. Purified SirT5, succinyl-peptide AMC, trypsin-coupled fluorescence. inhibition, % at 15 µM. actives 1.1% (n = 330,000). AID 652115; in the data active = inhibition above about 15%; inconclusive = no clear call, values can overlap the other calls
# Target sequence (Q9NXA8 whole entry, looked up): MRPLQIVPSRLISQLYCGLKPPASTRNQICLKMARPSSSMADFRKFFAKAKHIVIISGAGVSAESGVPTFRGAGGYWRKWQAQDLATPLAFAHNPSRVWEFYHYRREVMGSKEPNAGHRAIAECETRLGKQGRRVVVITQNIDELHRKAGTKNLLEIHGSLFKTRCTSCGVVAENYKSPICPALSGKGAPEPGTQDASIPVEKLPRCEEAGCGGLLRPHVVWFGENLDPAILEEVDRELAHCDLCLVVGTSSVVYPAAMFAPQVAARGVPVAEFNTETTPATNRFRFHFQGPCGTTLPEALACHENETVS
# ERp5 inh: blocks human ERp5 reductase activity on insulin; ERp5 insulin aggregation, absorbance 650 nm, 90 min; inhibition, % at 9.99 µM; actives 0.05% (n = 350,000); AID 651711;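 active = mean replicate inhibition above about 25%, with every replicate also reaching it, limit read from the data, passing the limit was not always enough; inconclusive = only one of those two criteria met; inactive = neither criterion met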
# * hit, by the source's call; ? = inconclusive; . = not tested or not shown; & = joins results of further samples. The list is partial; the hit share may differ from the screen's.
SMILES,PglD DTNB,DENV2 CPE rescue,S100A4 MyoIIA,E-sel inducer,Statin myotox sup,SIRT5 block,ERp5 inh
O=S(=O)(NCC(c1cccnc1)N1CCN(c2ccc(F)cc2)CC1)c1ccc(F)cc1 (centres undefined),1,-8,-2,.,4,-1,1
C[C@@H]1CCCCO[C@@H](CN(C)C(=O)Cc2ccccc2)[C@@H](C)CN([C@H](C)CO)C(=O)c2cc(NS(=O)(=O)c3ccc(F)cc3)ccc2O1,.,-9,-38,0.0,.,2,-2
O=C(CSc1ccc(C(F)(F)F)cc1[N+](=O)[O-])N1CCOCC1,-2,-2,1,0.8,-2,-1,2
CC(=O)c1ccc(NC(=O)C(C)OC(=O)c2ccc3c(c2)nc(C)n3-c2ccccc2)cc1 (centres undefined),.,.,-2,0.6,.,-5,4
S=C(Nc1ccccc1)N(CCN1CCOCC1)Cc1cccc(Cl)c1,-1,-8,3,-1.0,5,-2,3
COc1ccc(CN(C)C[C@H]2Oc3ccc(NS(=O)(=O)c4ccc(F)cc4)cc3CC(=O)N([C@@H](C)CO)C[C@H]2C)cc1,-3,-1,19,-0.2,36,6,-3
Cc1cc(-c2ccccc2)nc(SC(C(=O)O)c2ccccc2)n1 (centres undefined),6,-6,-2,.,9,2,3
C=CCn1c(SCC(=O)Nc2ccccc2CC)nnc1-c1ccncc1,.,6,0,.,4,2,-9
C[C@@H]1CN([C@H](C)CO)C(=O)c2cc(C#CC(C)(C)O)cnc2O[C@@H]1CN(C)C(=O)C1CC1,1&-3&-1,3&12&0,-2&-16&7,1.2&-0.6,0,13&-7&-4,0&-4&6
CC(C)c1nnc(NC(=O)CSc2nnc(-c3ccco3)o2)s1,.,10,-5,1.5,3,-1,5
COc1cccc(OC)c1C(=O)NC(=S)Nc1cc(-c2nc3ccccc3[nH]2)ccc1Cl,.,.,-5,0.4,.,-7,-8
COc1ccc(-c2ccc3c(c2)O[C@@H](CN(C)C(=O)Nc2ccccc2F)[C@@H](C)CN([C@@H](C)CO)S3(=O)=O)cc1,1,0,0,0.1,1,4,1
CN1CCN(C2=C(NS(=O)(=O)c3cccs3)C(=O)c3ccccc3C2=O)CC1,0,-2,22,-0.2,.,0,-5
COc1ccc([C@H]2N[C@]3(CCCN(Cc4cccn4C)C3=O)[C@H]3C(=O)N(C)C(=O)[C@@H]23)cc1,2,?,-6,-0.1,3,34*,-1
O=C(CSc1nncn1-c1ccccc1)Nc1ccccc1,9,3,-3,.,4,-3,2
CCOC(=O)N1CCN(Cc2nc3cc(NC(C)=O)ccc3n2C)CC1,-6,-4,1,-0.2,-14,-3,1
Cc1ccc2c(c1)N(C(=O)CCC(=O)N1CCCCC1)CCO2,9,-5,1,.,7,-3,3
COc1ccc(NC(=O)Nc2ccc3c(c2)C(=O)N([C@@H](C)CO)C[C@@H](C)[C@@H](CN(C)C(=O)c2ccccc2)OCCCC[C@@H](C)O3)cc1,-1,-6,15,0.5,31,3,4
CCN(CC)c1ccc2ccc(=O)oc2c1,.,13,-3,.,.,-2,-6
O=S(=O)(Nc1ccc(N2CCOCC2)cc1)c1ccc(F)cc1F,.,4,-2,.,.,0,-3
CC(C)NC(=O)c1cc(C2CCCCN2S(=O)(=O)c2ccc(F)cc2F)on1 (centres undefined),-3,5,6,-0.1,-5,.,-3
C[C@@H]1CN([C@H](C)CO)S(=O)(=O)c2ccc(-c3ccccc3)cc2O[C@H]1CN(C)S(C)(=O)=O,1,-1,3,58*,-20,0,2
O=C(N[C@@H]1CC[C@H](CCn2cc(-c3ccccn3)nn2)O[C@@H]1CO)c1cccnc1,7,2,-5,0.2,-2,4,-2
O=S(=O)(c1ccccc1)N1CCN(S(=O)(=O)N2CCCCCC2)CC1,1,-4,3,0.1,19,1,2
Cc1ccc(S(=O)(=O)N2CCN(C)CC2)cc1,0,-2,-2,-0.3,30,1,0
# Next section.
SMILES,PglD DTNB,DENV2 CPE rescue,S100A4 MyoIIA,E-sel inducer,Statin myotox sup,SIRT5 block,ERp5 inh
CN(C)CC#Cc1ccc([C@H]2[C@@H](CO)N3CCCCN(C(=O)Nc4cc(F)ccc4F)C[C@H]23)cc1,-1,-12,-3,-0.5,.,-10,3
CCOC(=O)[C@]12CCC=C1N(Cc1ccco1)C(=O)[C@H](CC(=O)N1CCC(c3ccccc3)CC1)C2,.,4,-4,-0.1,.,6,6
Oc1ccccc1C=NC1=NN(c2cccc(C(F)(F)F)c2)CC1,1,.,-7,.,0,-3,14
CCOC(=O)Cc1nn(C(C)C)c(=O)c2ccccc12,12,-4,2,1.5,3,9,-5
Cc1ccc(S(=O)(=O)NC(=O)Nc2ccc(C)cc2C)cc1,-4,-8,0,.,4,0,1
Cc1ccc(C)c(NC(=O)COC(=O)CNC(=O)c2ccccc2Cl)c1,10,6,3,-0.1,-3,-2,2
C[C@H]1CN([C@@H](C)CO)C(=O)c2cc(NS(C)(=O)=O)ccc2O[C@H]1CN(C)Cc1ccc(C(=O)Nc2ccccc2N)cc1,-1,0,-3,.,.,.,-12
CC(C)CC(NC(=O)OCc1ccccc1)C(=O)NCC(=O)NCC(=O)OCc1ccccc1 (centres undefined),.,9,0,0.1,.,1,5
O=C(COc1ccccc1/C=C\c1nc(O)c([N+](=O)[O-])c(=O)[nH]1)Nc1ccccc1,.,10,0,4.5,.,.,4
CCCCN(CC)Cc1c(C)[nH]c2c(ccc3ccccc32)c1=O,-7,4,-1,.,-5,-1,2
COCC(=O)Nc1ccc2c(c1)[C@@H]1C[C@H](CC(=O)NCc3cccc(F)c3)O[C@H](CO)[C@@H]1O2,2,-2,-11,0.4,-2,-2,5
C[C@@H]1CN([C@@H](C)CO)C(=O)CCCn2nncc2CO[C@@H]1CN(C)Cc1ccc(O)cc1,0,-1,-2,0.0,-10,-5,2
O=C1CCCN1CCCNS(=O)(=O)c1cccc(F)c1,-7,12,-3,3.3,12,-3,0
NCCCCCc1cn(CC(=O)NCCCCCCCCCCC(=O)N2CCNCC2)nn1,-4,-10,-2,-0.1,-2,.,-4
CN(C)S(=O)(=O)c1ccc(C(=O)Nc2ccc3ncccc3c2)cc1,0,5,2,.,-5,5,-4
CCOC(=O)Nc1cccc2c1-c1ccc([N+](=O)[O-])cc1C2=O,.,-4,3,1.3,.,-3,3
C=C1CCN([C@H](C(=O)Nc2ccc(OC)cc2)C(C)C)S(=O)(=O)c2ccccc21,4,10,-1,-0.1,11,.,2
Cc1noc(C)c1S(=O)(=O)N1CCCc2nc(-c3ccc(Br)cc3)ccc21,.,2,-2,-0.1,.,.,-2
COc1ccc(-c2noc(C3CCCN(C(=O)Nc4ccccc4)C3)n2)cc1 (centres undefined),.,3,2,1.2,3,-1,7
Cc1ccc2nc3c(cc(C(=O)NCC4CCCO4)c(=N)n3C3CCCC3)c(=O)n2c1 (centres undefined),-7,-6,-3,.,25,-83,1
CC(NC(=O)c1ccc2nc(Cc3cccc(Cl)c3)oc2c1)c1ccncn1 (centres undefined),.,-4,0,-0.1,.,1,-4
O=C(Nc1ccc2nc(N3CCOCC3)sc2c1)c1ccccc1,-2,-7,-1,.,3,1,4
CCN(CC(=O)N1CCOCC1)S(=O)(=O)c1ccc2ccccc2c1,5,10,-6,0.4,-5,-3,2
COc1ccc(CN(C)S(=O)(=O)c2nnc(NC(=O)c3cccc(F)c3)s2)cc1OC,3,3,-5,0.1,-6,-6,-16
Cc1ccc2nc(C)cc(SCC(=O)N/N=C/c3ccco3)c2c1,0,2,9,.,.,0,0
# Next results
SMILES,PglD DTNB,DENV2 CPE rescue,S100A4 MyoIIA,E-sel inducer,Statin myotox sup,SIRT5 block,ERp5 inh
Cc1ccc(-n2nc3c(=O)n(CC(=O)NCCc4cccs4)nc(C)c3c2C)cc1,-4,-6,0,-0.2,15,-6,.
O=C(COc1ccc(Br)cc1Cl)NCCCN1CCOCC1,3,9,4,-2.4,-15,0,3
CC(C1CC1)N(C(=O)c1ccccc1[N+](=O)[O-])c1ccccc1 (centres undefined),1,4,1,0.5,-1,-3,2
O=C(O)C(Cc1ccccc1)n1c(=S)[nH]c2ccccc2c1=O (centres undefined),.,0,0,7.8,-3,-18,?
CCn1c(SCC(=O)N2CCN(C)CC2)nc2c1c(=O)n(C)c(=O)n2C,-3,2,-2,.,-2,2,-2
CCC(=O)Nc1ccc(NC(=O)CSc2nnnn2-c2cccnc2)cc1C,-1,2,3,.,15,-1,-3
CCc1cc(-c2cnnn2CCc2c[nH]c3ccccc23)ccc1-c1cn(CC(C)C)nn1,-1,-2,-1,-0.4,-23,.,1
Cc1c(C)c2c(OCC(=O)NCc3cccnc3)cc3c(c2oc1=O)CCC(C)(C)O3,-2,?,-4,.,-3,.,-8
CC1=C(C(=O)OCc2ccccc2)C(c2ccc([N+](=O)[O-])cc2)NC(=O)N1CCCC(=O)O (centres undefined),0,-9,-1,-0.1,-23,-2,-4
CC(C)Sc1nsc2nc(=O)c(/C=C3\C=Nc4ccccc43)c(N)n12,-3,0,3,2.9,.,3,-2
CC(C)(C)c1ccc(OCCCC(=O)Nc2ccc(S(N)(=O)=O)cc2)cc1,.,.,-7,.,.,-3,0
Cc1cc(Nc2ccccc2C(=O)O)n(-c2ccc([N+](=O)[O-])cc2)n1,.,0,-38,5.7,.,3,4
COc1ccc2c(c1)Cc1sc(NC(=O)c3cccnc3)nc1-2,.,.,1,.,.,-2,-4
Cc1ccc(NC(=O)c2cnccn2)cc1S(=O)(=O)N1CCCCCC1,.,-1,-7,0.2,.,.,2
O=C(Nc1ccccn1)C1CCN(C(=O)c2ccc(Cl)cc2)CC1,9,-12,-18,.,2,.,1
CN(C)c1ccc2c(c1)[C@H]1C[C@H](CC(=O)NCc3ccc(-c4ccccc4)cc3)O[C@@H](CO)[C@H]1O2,8,7,.,-0.4,12,.,.
COc1ccc(Cc2[nH]n3c(=O)cc(C(C)C)nc3c2-c2ccccc2)cc1,.,-3,-2,.,.,0,2
Cc1nn(C)cc1/C=N\NC(=O)c1ccc(Cn2cc(Cl)cn2)cc1,.,?,10,.,.,-1,-1
Cc1cc(C(=O)NCCC2=CCCCC2)c(C)o1,-2,-3,-3,.,6,-1,0

# A second format for part of the listing above.
structure | PglD DTNB | DENV2 CPE rescue | S100A4 MyoIIA | E-sel inducer | Statin myotox sup | SIRT5 block | ERp5 inh
CC1=C(C(=O)OCc2ccccc2)C(c2ccc([N+](=O)[O-])cc2)NC(=O)N1CCCC(=O)O (centres undefined) | 0 | -9 | -1 | -0.1 | -23 | -2 | -4
CC(C)Sc1nsc2nc(=O)c(/C=C3\C=Nc4ccccc43)c(N)n12 | -3 | 0 | 3 | 2.9 | . | 3 | -2
CC(C)(C)c1ccc(OCCCC(=O)Nc2ccc(S(N)(=O)=O)cc2)cc1 | . | . | -7 | . | . | -3 | 0
Cc1cc(Nc2ccccc2C(=O)O)n(-c2ccc([N+](=O)[O-])cc2)n1 | . | 0 | -38 | 5.7 | . | 3 | 4
COc1ccc2c(c1)Cc1sc(NC(=O)c3cccnc3)nc1-2 | . | . | 1 | . | . | -2 | -4
Cc1ccc(NC(=O)c2cnccn2)cc1S(=O)(=O)N1CCCCCC1 | . | -1 | -7 | 0.2 | . | . | 2
O=C(Nc1ccccn1)C1CCN(C(=O)c2ccc(Cl)cc2)CC1 | 9 | -12 | -18 | . | 2 | . | 1
CN(C)c1ccc2c(c1)[C@H]1C[C@H](CC(=O)NCc3ccc(-c4ccccc4)cc3)O[C@@H](CO)[C@H]1O2 | 8 | 7 | . | -0.4 | 12 | . | .
COc1ccc(Cc2[nH]n3c(=O)cc(C(C)C)nc3c2-c2ccccc2)cc1 | . | -3 | -2 | . | . | 0 | 2
Cc1nn(C)cc1/C=N\NC(=O)c1ccc(Cn2cc(Cl)cn2)cc1 | . | ? | 10 | . | . | -1 | -1
Cc1cc(C(=O)NCCC2=CCCCC2)c(C)o1 | -2 | -3 | -3 | . | 6 | -1 | 0
